miR122 inh: miR-122 Renilla sensor signal increase in Huh7, primary screen, miR-122 inhibitor project, cell-based, single point, plate reader | Huh7 miR-122 Renilla luciferase sensor, 48 h; neutral wells = 0, positive control = 100 | activation (reporter increase), % at 12.5 µM | 0.3% of 340,000 active | AID 602342, 2012;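 active = mean replicate activation score at least 90 and every replicate individually at or above 90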;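 also: higher luciferase means less miR-122 activity so hits act as miR-122 inhibitors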
PglD inh: C. jejuni PglD acetyltransferase inhibitors, primary screen, biochemical, DTNB colorimetric, single point; UDP-N-acetylbacillosamine N-acetyltransferase PglD (Campylobacter jejuni); purified PglD enzyme, DTNB colorimetric CoA detection; inhibition, % at 12.5 µM; 0.098% of 360,000 active; AID 602405, 2012; in the data active = inhibition above about 16%, passing the limit was not always enough; also: strong numbers were not always called active
ERAP1 HTS inh: human ERAP1 aminopeptidase inhibitors, primary screen, biochemical, single point, plate reader; inhibition, % at 10.7 µM; Endoplasmic reticulum aminopeptidase 1 (Homo sapiens), Q9NZ08; recombinant ERAP1, Leu-AMC fluorescence, 60 min; 0.15% of 340,000 active;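 active = mean replicate inhibition of at least 30%, or all replicates individually reaching that 30% level; inactive = mean below 30% and not every replicate reaching it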;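 also: 0% = neutral control wells and 100% = L-leucinethiol positive control wells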
Target sequence (Q9NZ08 whole entry, looked up): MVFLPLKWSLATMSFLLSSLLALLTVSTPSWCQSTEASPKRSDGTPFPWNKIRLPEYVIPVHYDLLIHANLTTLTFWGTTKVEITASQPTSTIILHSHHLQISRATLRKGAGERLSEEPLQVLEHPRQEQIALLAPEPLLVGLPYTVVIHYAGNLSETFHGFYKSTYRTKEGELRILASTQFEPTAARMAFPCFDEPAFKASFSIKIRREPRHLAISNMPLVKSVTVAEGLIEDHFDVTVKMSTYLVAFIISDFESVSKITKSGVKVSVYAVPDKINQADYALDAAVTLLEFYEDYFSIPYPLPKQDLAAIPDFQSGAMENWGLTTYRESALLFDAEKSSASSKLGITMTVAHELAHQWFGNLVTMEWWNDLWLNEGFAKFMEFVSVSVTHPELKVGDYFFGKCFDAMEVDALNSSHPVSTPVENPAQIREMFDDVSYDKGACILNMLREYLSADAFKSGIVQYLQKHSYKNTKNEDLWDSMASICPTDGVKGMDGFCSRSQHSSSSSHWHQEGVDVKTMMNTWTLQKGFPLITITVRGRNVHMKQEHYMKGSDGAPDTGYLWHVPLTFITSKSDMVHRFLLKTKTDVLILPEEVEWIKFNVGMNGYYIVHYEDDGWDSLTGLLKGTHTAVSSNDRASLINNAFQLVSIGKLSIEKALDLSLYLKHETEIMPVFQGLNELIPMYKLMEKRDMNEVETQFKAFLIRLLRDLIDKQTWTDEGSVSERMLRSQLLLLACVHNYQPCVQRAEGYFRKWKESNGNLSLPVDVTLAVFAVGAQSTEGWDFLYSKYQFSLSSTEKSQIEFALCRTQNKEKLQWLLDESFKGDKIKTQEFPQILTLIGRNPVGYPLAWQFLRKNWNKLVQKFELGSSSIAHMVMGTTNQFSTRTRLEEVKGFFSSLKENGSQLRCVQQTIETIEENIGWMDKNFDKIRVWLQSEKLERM
RAD54 branch: inhibitors of human RAD54 branch migration, primary screen, biochemical, fluorescence, single point; 0.14% of 360,000 active; RAD54 Holliday junction branch migration, FAM/BHQ fluorescence; DNA repair and recombination protein RAD54-like (Homo sapiens), Q92698; inhibition, % at 10.4 µM;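 active = mean normalized replicate activity at least 40 and at least half of replicates scoring 40 or more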;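 also: 0% = median of neutral control wells and 100% = median of positive control wells; inhibitors cause a drop in the FAM fluorescence signal; in these data hits start at about 50%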
RAD52 inh: RAD52 DNA annealing inhibitors, primary screen, biochemical, FRET, single point, set 2. DNA repair protein RAD52 homolog (Homo sapiens), P43351. recombinant RAD52 DNA annealing, FRET fluorescence. inhibition, % at 18.7 µM. 0.46% of 360,000 active. AID 651710, 2012;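 active = every replicate showing at least 50% inhibition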
PGC1a acetyl inh: inhibitors of PGC1a acetylation signal, primary screen, cell-based, U2OS, AlphaScreen, inhibitor mode; 0.17% of 350,000 active; AlphaScreen anti-acetyl-lysine; with virally co-expressed GCN5 acetyltransferase; inhibition, % at 15.6 µM; AID 651687, 2012;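 active = every replicate shows inhibition of at least 40%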;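 also: 0% = neutral control wells and 100% = positive control wells; some results beyond the cut were filed as inactive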
E-selectin induc: E-selectin induction in HUVECs, primary screen, imaging, HUVEC, immunofluorescence imaging, single point. normalized: neutral wells 0, TNF-alpha wells 100. AID 686992, 2013. activation, % at 7.58 µM. P16581. 0.37% of 260,000 active;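 active = mean E-selectin-positive cell signal at least 10% of the positive control, reached in at least 60% of replicates, without over 20% cell loss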;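 also: in these data hits start at about 27%; measured in HUVEC primary endothelial cells; signal is the percent of cells scored E-selectin positive by PE staining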
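Assay system: HUVEC primary endothelial cells. Input: 3,000 HUVEC seeded per well. Doses: one compound dose added by pin transfer. Read-out basis: % PE-positive cells. Benchmarks: TNF-alpha high, DMSO low. Detection: immunofluorescence imaging. Buffer or medium: EGM-2, gelatin.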
Cneo AK release: Cryptococcus neoformans cell lysis inducers, primary screen, AK release luminescence, single concentration; C. neoformans lysis, adenylate kinase release luminescence, 4 h; normalised: neutral wells 0, clomiphene wells 100; lysis activity, % at 15 µM; 0.2% of 360,000 active;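 active = mean lysis activity across replicates of at least 80%, whatever share of replicates individually reach that level; inactive = mean lysis activity below 80%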
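Material: C. neoformans cells; Schedule: 4 h static compound exposure, 37 °C, read 1 h post-reagent; Measured by: adenylate kinase release luminescence; Read-out: signal increase indicating cell lysis; Controls: Clomiphene as positive lysis control.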
Starred values were filed as active, the others as inactive; nt = no result given; [ ] = remark or other dose.

SMILES	miR122 inh	PglD inh	ERAP1 HTS inh	RAD54 branch	RAD52 inh	PGC1a acetyl inh	E-selectin induc	Cneo AK release
CC[C@]1(C(=O)OC)[C@H]2C(=O)N(Cc3ccccc3)C(=O)[C@H]2[C@H]2CN(C)C(=NCc3ccccc3)N21	-3	0	nt	2	nt	7	nt	0
Cc1ccc(NC(=O)COC(=O)CCc2nc3ccccc3c(=O)[nH]2)cc1Cl	-7	-1	0	-16	-15	1	3.7	0
Cc1cccc(NC(=O)C(=O)NCC2CCCN2S(=O)(=O)c2cccs2)c1C (stereo not drawn)	-2	3	-1	5	-22	29	0.4	-2
COCCCNC(=O)Nc1ccc(F)cc1F	6	5	nt	-2	nt	nt	nt	1
O=C(Nc1ccc(O)c2c(=O)cc(-c3cccc(Cl)c3)oc12)c1ccccc1Cl	-4	2	0	3	-6	-10	0.0	0
CN(CCOc1cccc2ccccc12)Cc1ccccc1	8	2	1	3	-11	-13	nt	-1
O=C(NCc1ccc(OC(F)(F)F)cc1)c1cccc2c1C(=O)c1ccc(N3CCC(Cc4ccccc4)CC3)cc1S2(=O)=O	-6	-2	2	-21	-321	-8	-0.2	1
O=C(C[C@H]1CC[C@@H]2[C@H](COC[C@@H](O)CN2Cc2nccs2)O1)NCc1ccc(F)cc1	-2[16.7 µM]	-2	0	7	-19	1	0.0	0
CCn1cc(C(=O)NCCC2=CCCCC2)c(=O)c2cc(S(=O)(=O)N(C)C)ccc21	3	-3	1	-9	-5	0	nt	-3
CCS(=O)(=O)Nc1ccc2c(c1)C(=O)N(C)C[C@H](OC)[C@@H](C)CN(C(=O)C1CCC1)[C@@H](C)CO2	nt	1	nt	-3	-7	-6	nt	0
CCOc1ccccc1N1CCN(C(=O)c2cccc(-c3ccc(O)cc3)c2)CC1	156*	4	0	3	-3	-21	nt	4
Cc1ccc(S(=O)(=O)N(C)c2ccc(C(=O)N3CCCCC3)cc2)cc1	-2	-6	0	3	-6	nt	nt	2

2 of the compounds above, bar-delimited:
Structure | miR122 inh | PglD inh | ERAP1 HTS inh | RAD54 branch | RAD52 inh | PGC1a acetyl inh | E-selectin induc | Cneo AK release
Cc1ccc(NC(=O)COC(=O)CCc2nc3ccccc3c(=O)[nH]2)cc1Cl | -7 | -1 | 0 | -16 | -15 | 1 | 3.7 | 0
Cc1cccc(NC(=O)C(=O)NCC2CCCN2S(=O)(=O)c2cccs2)c1C (stereo not drawn) | -2 | 3 | -1 | 5 | -22 | 29 | 0.4 | -2

Following part
SMILES	miR122 inh	PglD inh	ERAP1 HTS inh	RAD54 branch	RAD52 inh	PGC1a acetyl inh	E-selectin induc	Cneo AK release
COc1ccc(NC(=O)N(C)C[C@H]2OCCCC[C@@H](C)Oc3ccc(NS(=O)(=O)c4cn(C)cn4)cc3C(=O)N([C@H](C)CO)C[C@H]2C)cc1	-7[16.7 µM]	1	2	-1	-2	3	-0.2	0
CCS(=O)(=O)Nc1ccc2c(c1)C(=O)N(C)[C@H]1CC[C@H](CC(=O)NCCCN3CCOCC3)O[C@@H]1CO2	nt	nt	-12	nt	-3	5	-0.1	nt
Cc1cccc(C)c1OCCNC(=O)c1ccc2ccccc2n1	0	16	7	1	-4	-20	nt	7
COc1cc(C(Nc2ccccn2)c2c(NC(=O)c3ccco3)sc(C)c2C)cc(OC)c1OC (stereo not drawn)	11	-2	0	2	-15	2	nt	-2
CC(NC(=O)Nc1ccccc1)C(c1cccs1)N1CCOCC1 (stereo not drawn)	0	1	1	2	-13	10	0.1	1
CN(C)C(=O)[C@H]1[C@H](CO)[C@H]2Cn3c(cccc3=O)[C@H]2N1CC1CCCC1	1[16.7 µM]	nt	nt	14	nt	-2	-0.6	nt
Cc1ccc(C2(C(F)(F)F)NC(=O)N3N=C4CCCCCN4C3=C2C#N)cc1 (stereo not drawn)	nt	nt	2	nt	-22	-4	0.7	nt
CN1CCN(C(=O)OCCOCCOC(=O)N2CCN(C)CC2)CC1	-5	7	2	2	2	-1	-1.3	-1
CC(C)Cn1c(N)c(C(=O)CSc2nnc(C3CC3)n2C2CC2)c(=O)n(C)c1=O	-8	1	-2	-2	-15	-5	0.6	-1
CCS(=O)(=O)N1CCC2(CC1)CN(C(=O)c1cccc(F)c1)[C@@H](CO)c1c2c2ccc(OC)cc2n1C	nt	nt	0	nt	14	2	0.0	nt
Cc1ccc(C)c2c1cc(C)c1nnc(SCC(=O)N3CCCc4ccccc43)n12	-9	5	nt	-3	nt	-7	-0.2	0
COc1ccc2[nH]cc(CCNC(=O)COc3cc(C)cc4oc(=O)cc(C)c34)c2c1	-4	0	-3	8	-8	6	nt	1
NC(=O)CSc1nccn1Cc1ccccc1	0	-2	-4	0	-7	15	-0.1	2
Cc1ccc(S(=O)(=O)N2[C@@H](c3ccccc3)C(C(=O)O)=CC[C@H]2c2ccc3c(c2)OCO3)cc1	nt	0	1	2	-17	nt	-0.1	-2
CCC(=O)N(C)C[C@@H]1Oc2ncc(-c3ccc(C#N)cc3)cc2C(=O)N([C@H](C)CO)C[C@@H]1C	0[16.7 µM]	-4	-2	6	-10	0	0.2	-2
COCCNC(=O)c1cc2c(c(-c3cccc(C#Cc4ccc(OC)c(OC)c4)c3)n1)[C@H](CCO)N(S(=O)C(C)(C)C)C2 (stereo partly drawn)	-6	3	2	-8	-11	2	-1.1	0
O=C1CN(C(=O)CNCc2cccc(Cl)c2)c2ccccc2N1	-3	2	1	18	-3	-10	nt	-6
CC(=O)Nc1ccccc1-c1nnn(CC(=O)Nc2ccc3c(c2)OCCO3)n1	-1	-6	1	-3	-11	2	nt	1
O=C1CC[C@H](O)CCN1[C@H](CSc1ccc(Br)cc1)Cc1ccccc1	0	-3	-3	5	-10	-2	-0.2	-2
CC(C)NC(=O)Nc1ccc2c(c1)C(=O)N([C@H](C)CO)C[C@H](C)[C@H](CN(C)S(=O)(=O)c1ccccc1)OCCCC[C@@H](C)O2	8[16.7 µM]	1	-2	-4	-1	5	0.0	-3
CC(C)Oc1ccc(Cn2c(=O)oc3ccccc32)cc1	-5	-1	-6	10	-2	6	0.0	0
COc1ccc(COC(=O)C2=C(C)NC(=O)NC2c2ccc(OC)cc2)cc1 (stereo not drawn)	-2	6	0	-14	-4	0	nt	-1
CC(C)CC#Cc1cnc2c(c1)C(=O)N([C@H](C)CO)C[C@@H](C)[C@H](CN(C)Cc1cccc(F)c1)O2	-3[16.7 µM]	0	2	2	-12	5	0.0	-2
O=C(NCc1cccs1)c1ccc(Cl)c(S(=O)(=O)N2CCCC2)c1	30	nt	-3	nt	2	-66	-0.1	nt
CNC[C@@H]1OCCCC[C@H](C)Oc2ccc(NC(=O)Cc3ccccc3)cc2C(=O)N([C@@H](C)CO)C[C@@H]1C	-5[16.7 µM]	3	4	-9	-43	-17	0.0	2
O=C(C[C@H]1CC[C@@H]2[C@H](COC[C@H](O)CN2S(=O)(=O)c2ccc(F)cc2)O1)N[C@@H]1CCN(Cc2ccccc2)C1	0[16.7 µM]	-1	2	5	7	-5	-0.1	3
C[C@@H]1CN([C@@H](C)CO)C(=O)c2cccc(NS(=O)(=O)c3cn(C)cn3)c2O[C@@H]1CN(C)C(=O)Nc1cccc2ccccc12	-6[16.7 µM]	-10	3	4	0	-10	0.0	-1
C[C@@H]1CN([C@H](C)CO)S(=O)(=O)c2ccc(-c3cccc(C#N)c3)cc2O[C@@H]1CN(C)CC1CC1	7[16.7 µM]	6	1	-11	17	1	-0.1	-1
C[C@@H]1CN([C@@H](C)CO)C(=O)Cc2cc(NC(=O)Nc3ccccc3)ccc2O[C@H]1CN(C)CC1CC1	-5[16.7 µM]	4	4	6	21	nt	nt	-55
CC(=O)N1CC2(CC(c3ccccc3C(F)(F)F)=NO2)CN1c1ccc(Cl)cc1 (stereo not drawn)	4	nt	nt	nt	-10	-7	-1.7	nt
Cc1ccc(S(=O)(=O)N2CCOCC2)cc1C(=O)OC1CCCCC1=O (stereo not drawn)	1	-5	-1	0	-9	1	nt	-1
COc1ccc2[nH]c(CN3CCN(CCC(C)C)C(CCO)C3)c(C)c2c1 (stereo not drawn)	nt	nt	4	nt	-11	-3	-0.7	nt
Cn1c(=O)[nH]c(=O)c2c1nc(CN1CCOCC1)n2Cc1ccccc1	0	-2	4	-1	-8	4	nt	-5
CN(C)C(=O)C1C2NC(=S)N(c3ccc(Cl)cc3)C1(C)Oc1ccc(Cl)cc12 (stereo not drawn)	25	-1	-3	-7	2	-13	5.5	0
COc1cccc(N(CC(=O)NCCSc2ccc(Cl)cc2)S(C)(=O)=O)c1	8	-1	3	-6	-6	10	nt	nt
CCN(CC)C(=O)Oc1ccc2ccccc2c1Cl	3	nt	1	2	-21	1	0.3	1
COc1ccccc1OC(C)C(=O)Nc1ccc(S(=O)(=O)N2CCN(C)CC2)cc1 (stereo not drawn)	-2	1	2	-7	-8	-1	nt	-1
CCc1ccccc1NC(=O)CN(C)C(=O)c1cc(C2CC2)nc2c1cnn2C(C)C	-5	4	-2	-2	-12	5	-0.5	-1
COc1ccc(-c2noc(N3CCC(C(=O)NCCCN4CCCC(C)C4)CC3)n2)cc1 (stereo not drawn)	nt	-3	2	-20	4	nt	nt	-1
CS(=O)(=O)Nc1ccccc1C(=O)O	28	-4	nt	2	nt	-14	nt	0

Of the compounds above, eight have a Cl atom:
SMILES	miR122 inh	PglD inh	ERAP1 HTS inh	RAD54 branch	RAD52 inh	PGC1a acetyl inh	E-selectin induc	Cneo AK release
Cc1ccc(NC(=O)COC(=O)CCc2nc3ccccc3c(=O)[nH]2)cc1Cl	-7	-1	0	-16	-15	1	3.7	0
O=C(Nc1ccc(O)c2c(=O)cc(-c3cccc(Cl)c3)oc12)c1ccccc1Cl	-4	2	0	3	-6	-10	0.0	0
O=C1CN(C(=O)CNCc2cccc(Cl)c2)c2ccccc2N1	-3	2	1	18	-3	-10	nt	-6
O=C(NCc1cccs1)c1ccc(Cl)c(S(=O)(=O)N2CCCC2)c1	30	nt	-3	nt	2	-66	-0.1	nt
CC(=O)N1CC2(CC(c3ccccc3C(F)(F)F)=NO2)CN1c1ccc(Cl)cc1 (stereo not drawn)	4	nt	nt	nt	-10	-7	-1.7	nt
CN(C)C(=O)C1C2NC(=S)N(c3ccc(Cl)cc3)C1(C)Oc1ccc(Cl)cc12 (stereo not drawn)	25	-1	-3	-7	2	-13	5.5	0
COc1cccc(N(CC(=O)NCCSc2ccc(Cl)cc2)S(C)(=O)=O)c1	8	-1	3	-6	-6	10	nt	nt
CCN(CC)C(=O)Oc1ccc2ccccc2c1Cl	3	nt	1	2	-21	1	0.3	1

Source: PubChem BioAssay (Broad Institute)
